# ARFGAP1 inhibitor = rat ARFGAP1 inhibition. Arfgap1-stimulated ARF1 GTP hydrolysis, GDP FP detection. inhibition, % at 16.5 µM. 0.26% of 360,000 active;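 active = inhibition above a per-plate limit, mean inhibition of low control wells plus 3 SD, cut at about 25% in these data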;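 note: 0% = DMSO wells with enzyme and 100% = wells lacking Arfgap1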
# Target sequence (Q62848 1-136 limits assumed): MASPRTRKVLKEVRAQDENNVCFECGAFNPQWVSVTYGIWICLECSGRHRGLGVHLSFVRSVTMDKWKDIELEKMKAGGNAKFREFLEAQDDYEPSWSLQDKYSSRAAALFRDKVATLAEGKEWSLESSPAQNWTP
#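 Assay system: Rat Arfgap1 GAP domain (His6, aa 1-136), purified enzyme | Buffer or medium: HEPES 25 mM pH 7.5, NaCl 150 mM, MgCl2, DTT | Schedule: GTP hydrolysis reaction 2 h at 25 °C | Signal: FP of antibody-bound GDP Alexa 633 tracer, ex 620/em 688 nm | Measure: Percent inhibition of Arfgap1-stimulated GTP hydrolysis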
# SMARCA2 activ = activators of SMARCA2 function; MG213 cells, MMTV-luciferase reporter, dexamethasone, overnight; activation, % at 9.1 µM; 1% of 370,000 active; AID 652017; in the data active = activation above about 7.8%;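 note: 0% = vehicle wells and 100% = reference activator wells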
# NR1D1 modulator = Rev-erb alpha (human) modulation; P20393; Rev-erbα–FITC-DNA binding, fluorescence polarization, 90 min; activity, % at 10 µM; 0.79% of 370,000 active; AID 1259318;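 active = activity above about 14%, limit read from the data; passing the limit was not always enough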;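 note: 0% = DMSO wells with 35 nM protein and 100% = DMSO wells with 750 nM protein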
# Target sequence (P20393 whole entry, looked up): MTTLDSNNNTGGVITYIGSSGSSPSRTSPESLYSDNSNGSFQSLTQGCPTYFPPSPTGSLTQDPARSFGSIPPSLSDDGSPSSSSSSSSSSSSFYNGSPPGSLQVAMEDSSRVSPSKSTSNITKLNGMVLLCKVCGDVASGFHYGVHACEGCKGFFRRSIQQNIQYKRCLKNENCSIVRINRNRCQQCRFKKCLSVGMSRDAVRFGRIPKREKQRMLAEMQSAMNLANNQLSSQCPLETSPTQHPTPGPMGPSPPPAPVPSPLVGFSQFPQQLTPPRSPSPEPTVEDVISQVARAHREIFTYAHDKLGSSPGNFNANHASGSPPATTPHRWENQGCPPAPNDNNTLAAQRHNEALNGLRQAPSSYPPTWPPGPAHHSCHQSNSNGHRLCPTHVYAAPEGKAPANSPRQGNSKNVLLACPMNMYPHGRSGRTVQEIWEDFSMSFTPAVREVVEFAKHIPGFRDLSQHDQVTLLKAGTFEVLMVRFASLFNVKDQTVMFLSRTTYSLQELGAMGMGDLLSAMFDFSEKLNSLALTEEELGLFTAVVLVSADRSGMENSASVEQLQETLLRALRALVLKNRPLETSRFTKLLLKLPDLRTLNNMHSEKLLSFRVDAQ
# PG9 binder = small molecules binding HIV-1 gp120 antibody PG9. TR-FRET gp120-PG9 antibody binding. inhibition, % at 6.7 µM. 0.43% of 360,000 active. AID 624416; in the data active = inhibition above about 8.5%
# NPR1 activator = GC-A (human) enzyme activation; 0.14% of 370,000 active; activation, % at 10 µM; HEK293 GC-A cells, cGMP TR-FRET, EC30 ANP; 0% at EC30 ANP, 100% saturating ANP; P16066; in the data active = activation above about 40%
# rCAG binder = molecules binding r(CAG) RNA repeats; r(CAG) RNA repeat, TO-PRO-1 dye displacement fluorescence; inhibition, % at 3 µM; 1.3% of 370,000 active; AID 651821;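 active = inhibition above the plate cutoff, the mean of all test compounds on that plate plus 3 SD, cut at about 35% in these data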;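 note: 0% = DMSO alone and 100% = 100 µM mitoxantrone as full dye displacement; higher means more dye released from RNA so lower well fluorescence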
# NPR2 activator = GC-B (human) receptor activation | P20594 | HEK293-GC-B cells, CNP EC30, cGMP TR-FRET; 0% at EC30 CNP, 100% saturating CNP | activation, % at 10 µM | 0.11% of 370,000 active | AID 1920062;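 active = activation at 10 µM reaching about 35% in either raw or pattern-adjusted values, limit read from the data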
# ASAP1 GAP inh = ASAP1 ArfGAP inhibition | Q9ULH1 | ASAP1-stimulated ARF1 GTP hydrolysis, GDP FP detection | inhibition, % at 16.5 µM | 0.19% of 360,000 active; in the data active = inhibition above about 25%;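 note: 0% = vehicle with enzyme and substrate and 100% = no enzyme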
# HTRA1 inhibitor = inhibitors of human serine peptidase HTRA1 | Q92743 | recombinant HTRA1, FP-rhodamine activity-based probe, fluorescence polarization | inhibition, % at 5.96 µM | 0.5% of 340,000 active; in the data active = inhibition above about 36%;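 note: 0% = enzyme with DMSO and 100% = wells lacking enzyme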
# mABHD4 FP = inhibitors of mouse ABHD4; purified mABHD4, FP-Rh probe fluorescence polarization; inhibition, % at 8.92 µM; 0.54% of 370,000 active; AID 720543;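 active = inhibition exceeding the mean over every tested compound plus 3 SD, cut at about 30% in these data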;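 note: 0% = plate median of compound wells and 100% = S159A mutant with DMSO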
#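 Doses – 8.92 µM, single dose · Material – wild-type mouse ABHD4 protein · Replication – single well per compound (singlicate) · Measure – percent inhibition of probe binding, normalized to plate controls · Schedule – 45 min compound pre-incubation plus 60 min probe step, 25 °C · Detection – fluorescence polarization with parallel and perpendicular emission, 525/598 nm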
# * marks the source's active call; other numbers are inactive results; · = no result given.
SMILES,ARFGAP1 inhibitor,SMARCA2 activ,NR1D1 modulator,PG9 binder,NPR1 activator,rCAG binder,NPR2 activator,ASAP1 GAP inh,HTRA1 inhibitor,mABHD4 FP
O=C(c1cnn2ccccc12)N(Cc1ccco1)C1CCCC1,-11,-1,1,0.8,1,2,2,3,-3,2
CCOCCCN(C(=O)c1snc(C(N)=O)c1N)C(C(=O)NC1CCCC1)c1ccc(O)c(OC)c1 (configuration not stated),-11,2,-4,-2.7,0,0,-8,11,1,2
CCN1CCCC1CNC(=O)c1cn(C)c2ccc(S(=O)(=O)N3CCCCCC3)cc2c1=O (configuration not stated),6,1,2,0.0,1,-6,2,-11,5,-5
O=C(CSc1cnc2ccccc2n1)NC1CCCC1,0,-2,-2,6.9,2,0,6,12,5,-9
COc1cccc(CNC(=O)C(NS(=O)(=O)c2ccc3c(c2)CCN3C(C)=O)C(C)C)c1 (configuration not stated),5,-1,-4,-1.3,3,-1,4,2,3,-12
COc1ccc(C(O)Cc2nccn2C)cc1 (configuration not stated),-2,-1,5,-3.4,3,0,2,3,2,-1
C[C@@H]1CN([C@@H](C)CO)C(=O)CCCn2cc(nn2)CO[C@H]1CN(C)C(=O)Nc1cccc(Oc2ccccn2)c1,5,-1,14,2.4,2,-3,4,1,·,-2
Cc1ccc(-n2ncc3c(=O)n(CC#N)cnc32)cc1,-4,0,-2,-0.3,2,-2,-1,8,6,11
COc1ccc(S(=O)(=O)N(C)C)cc1NC(=O)CCNC(=O)c1ccco1,-4,-4,1,0.1,-1,3,0,-1,3,6
Cc1ccc(-c2nnc(CSc3nc(C(C)C)nc4sc(C)c(C)c34)o2)cc1,2,2,1,-1.4,-2,-2,5,-8,-2,-1
CN1OC[C@@H]2CN(C(=O)C(C)(C)C)[C@H](c3ccc(-c4cccnc4)cc3)C[C@@H]21,1,-5,-3,-0.4,35,-1,5,19,·,-7
COc1ccc2c(c1)c(CCNNC(=O)C(C)(C)C)c(C)n2C(=O)c1ccc(Cl)cc1,3,2,2,-0.7,-1,-1,-4,10,-42,-9
CCOc1ccc(CCNC(=O)CCS(=O)(=O)c2ccc(Cl)cc2)cc1OCC,-10,4,5,-2.7,1,-5,0,6,3,2
Cc1ccc(/C=N\NC(=O)Cn2nnc3ccccc32)o1,-5,-4,0,-1.6,1,6,6,4,4,0
COC(=O)Nc1ccc(S(=O)(=O)N2CCCC(C(=O)Nc3cccnc3)C2)cc1 (configuration not stated),-6,2,5,-1.1,-1,3,-4,3,-1,-2
O=C(COc1coc(CN2CCN(c3ccccc3)CC2)cc1=O)Nc1ccc(F)cc1,7,3,1,-1.6,-3,-2,0,2,-5,3
O=C(O)c1ccc(/C=N\Nc2ccc(S(=O)(=O)N3CCOCC3)cc2[N+](=O)[O-])cc1,3,-2,14,-0.8,-3,1,-1,5,-3,-16
CC(Oc1ccc(Br)cc1)C(=O)N(Cc1ccccc1)c1c(N)n(Cc2ccccc2)c(=O)[nH]c1=O (configuration not stated),2,-2,0,1.1,-10,8,-7,-4,-3,-3
OC(CN1CCCCC1)c1ccc2c3c(cccc13)CC2 (configuration not stated),6,0,-13,-0.6,-2,1,-3,-2,-2,4
CCc1nc2ccc(C(=O)N3CCN(C)CC3)cn2c1N(C)CCCc1ccccc1,8,-2,-7,-1.0,1,-1,-3,15,·,10
O=C(N[C@@H](Cc1cccnc1)C(=O)N1CCC[C@H]1C(=O)NCc1ccccc1)c1ccc(Cl)cc1Cl,1,1,-2,0.3,-1,2,5,4,·,-4
COC(=O)c1cc2c(c3c4cc(OC)ccc4n(C(=O)c4ccccc4)c13)C(=O)N(Cc1ccco1)C2,1,2,0,-0.8,-6,32,-9,6,·,-6
CCN1C(=NCCCCO)N[C@@H](c2cccc(F)c2)C(C(=O)OC)=C1C,11,1,-1,-1.6,0,-2,2,-6,5,0
COC(=O)C1C2CCC(C2)C1C(=O)OCC(=O)c1ccccc1 (configuration not stated),9,-3,1,2.0,0,-1,1,5,1,-2
COc1ccccc1C(=O)NC(=O)COC(=O)c1ccc(Br)o1,-9,-1,-8,-0.4,1,-2,0,-2,-4,-6

# (listing goes on)
SMILES,ARFGAP1 inhibitor,SMARCA2 activ,NR1D1 modulator,PG9 binder,NPR1 activator,rCAG binder,NPR2 activator,ASAP1 GAP inh,HTRA1 inhibitor,mABHD4 FP
O=C(OCc1cccc([N+](=O)[O-])c1)c1ccncc1,-16,-1,5,1.5,-2,0,-2,-10,2,1
Cc1ccc(-c2noc(CSc3nnnn3-c3ccccc3)n2)cc1,4,1,-1,-0.4,1,-3,2,1,-34,-5
CC1=C(C(=O)OCc2ccccc2)C(c2cccc(F)c2)NC(=O)N1 (configuration not stated),-7,-1,-1,-0.4,-7,-2,2,-8,-8,-2
CCC(=O)NC1(C(F)(F)F)C(=O)Nc2c1c(=O)n(C)c(=O)n2C (configuration not stated),10,2,6,1.1,2,0,3,4,-1,4
CN(C)c1ccc(/C=N/NC(=O)CCc2c[nH]c3ccccc23)cc1,16,-2,9,-4.1,1,11,-3,-8,8,-5
Cc1c(S(=O)(=O)N2CCCC(C)C2)c(=O)n(C)c(=O)n1C (configuration not stated),-4,-1,-4,1.3,-5,2,-6,-25,1,-1
Cc1ccc(Cn2c(C(CO)Nc3nc(-c4ccc(F)cc4)cs3)nc3ccccc32)cc1 (configuration not stated),-1,2,-2,0.1,-3,4,-6,16,-7,0
O=C(/C=C/c1cccc([N+](=O)[O-])c1)NCCSCc1ccc(Cl)cc1Cl,-6,-3,11,-0.7,-4,3,-5,4,-1,0
CC/C(=N\NC(=O)COc1ccc(Br)cc1)c1ccc(OC)c(OC)c1,16,1,-1,-0.5,3,2,-5,-3,-1,5
Cc1cccc(C(=O)n2cnnc2N)c1,4,1,4,-1.5,1,1,9,-10,-2,0
CCCCN(CCCC)CCNC(=O)c1cn(CC)c2ccc(S(=O)(=O)N(C)C3CCCCC3)cc2c1=O,11,-1,4,-0.2,-4,-2,-1,0,-4,-4
Nc1nonc1-n1nnc(C(=O)N/N=C/c2ccoc2)c1-c1ccccc1,3,3,-2,-0.3,2,2,0,-12,6,-5
Cc1ccc2c(c1C)OC(=O)CC2c1ccccc1 (configuration not stated),-15,-4,3,1.6,1,0,-6,0,-3,-13
COc1ccc(-c2nnc(SCC(=O)O)n2Cc2ccccc2)cc1,13,-2,0,-2.2,2,6,0,-9,4,-2
CC(=O)O[C@@H]1C=C[C@@H](C#Cc2ccc(C(C)(C)C)cc2)O[C@@H]1COC(=O)NCc1ccccc1,7,-2,-6,0.5,-2,9,1,2,·,-4
CN(CC(=O)Nc1cccc(C(F)(F)F)c1)Cc1ccccc1,4,-2,-5,0.6,1,-4,-3,-5,-16,-2
Cc1cccc(C)c1NC(=O)CSc1nnc(NC(=O)C2CC2)s1,2,-1,0,-0.6,-3,0,3,4,-1,1
Cc1cc(=O)[nH]c(N/N=C/c2ccc(-c3ccc([N+](=O)[O-])cc3)o2)n1,6,1,-18,-2.3,0,13,-2,0,7,6
CC(C)(C)c1ccc(OCC(=O)NNC(=O)Cc2cccs2)cc1,2,0,1,0.1,0,3,-1,14,-5,-11
COC(=O)c1cc(S(=O)(=O)Nc2cccc(OC)c2)cn1C,3,-3,0,1.2,-2,5,-1,-2,1,3
Cc1cc(NC(=O)Cn2nc(-c3cccs3)ccc2=O)cc(C)c1Br,8,-3,6,-0.5,-3,6,-9,5,-25,-4
COCCN1Cc2cccc(C(=O)Nc3ccc(S(=O)(=O)N4CCCCC4)cc3)c2C1=O,-19,-2,6,0.3,5,1,-1,1,1,6
CC(C)(C)OC(=O)C[C@H]1C/C=C\C[C@H](CC(=O)N[C@H](CO)Cc2ccccc2)C(=O)N2CCC[C@@H]2COC1=O,0,0,0,0.8,1,-11,3,-6,-5,-3
CCCNS(=O)(=O)c1ccc(CCC(=O)NCc2cccnc2)cc1,-9,1,-3,0.1,4,-1,2,13,3,5
CCCNC(=S)Nc1ccc(Oc2ccccc2)cc1,5,-3,8,-1.2,4,-1,5,0,-1,-13

# Additional structures
SMILES,ARFGAP1 inhibitor,SMARCA2 activ,NR1D1 modulator,PG9 binder,NPR1 activator,rCAG binder,NPR2 activator,ASAP1 GAP inh,HTRA1 inhibitor,mABHD4 FP
Cc1[nH]c2ccccc2c1C(=O)COC(=O)c1c(-c2ccccc2Cl)noc1C,10,-4,4,-0.7,-31,2,-21,11,-72,-40
O=c1[nH]ncn1-c1ccccc1,4,-4,1,-1.0,3,1,1,10,3,6
O=C(O)c1ccc(NCc2nc3cc4ccccc4cc3[nH]2)cc1,-8,3,0,-0.2,0,3,1,7,-1,6
CCOC(=O)c1c(NC(=O)CSc2c[nH]c3ccccc23)sc2c1CCC2,2,-1,-2,-1.5,-6,16,-2,6,-25,-13
O=C(/C=C\c1ccco1)Nc1nc(-c2ccccc2)cs1,5,0,-4,0.5,10,0,2,8,-9,-8
COC(=O)c1cc(-c2ccc(S(=O)(=O)N3CCCCC3)cc2)c(C(F)(F)F)s1,-7,-3,5,-1.6,1,3,0,8,-28,12
Cc1cc(C)cc(Nc2c(F)c(F)c(F)c(F)c2C(=O)O)c1,-2,-2,-5,-0.5,-3,12,2,-16,·,-2
COc1cccc(CC2(CO)CCCN(Cc3ccc(C)s3)C2)c1 (configuration not stated),16,1,3,-0.5,-3,-9,2,-1,-4,2
CCCc1cc(C(=O)Nc2ccc(F)c(Cl)c2)no1,-5,3,-1,1.1,4,-2,1,9,-19,-2
COc1cccc(N=Cc2c(O)n(-c3cccc(C)n3)c(=O)c3ccccc23)c1,10,-2,-3,-0.8,-2,-3,4,5,-34,-13
Cc1ccc(NC(=O)N2CCCC2C(=O)NCCc2ccccc2)cc1 (configuration not stated),4,0,12,0.7,2,-3,0,-19,0,9
O=C(CN1CCCCC1)N=Nc1c(O)[nH]c2ccccc12,7,-3,1,-1.5,0,-3,-1,2,3,-5
O=C(NCc1ccc(F)cc1)c1cccc2c1C(=O)c1ccc(N3CCC(N4CCCCC4)CC3)cc1S2(=O)=O,4,1,0,-1.5,-4,7,-2,0,-7,3
CCCCOCCCNS(=O)(=O)Cc1ccccc1,-18,-1,3,-1.6,3,-3,3,-6,-8,-6

# Compounds were not picked by outcome, and some 4.4% of all compounds hit somewhere here.
